TSHR antag: Antagonists of the Thyroid Stimulating Hormone Receptor: HTS campaign; 330,000 tested, 0.2% active; TSHR-expressing cells, TSH-stimulated cAMP HTRF, 2 h; active compounds read low; activity change, negative = inhibition, % at 11.5 µM; Thyrotropin receptor (Homo sapiens), P16473;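 active = activity change below a set negative limit, meaning inhibition stronger than a set level, cut at about -70% in these data; inconclusive = activity change between two set negative limits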; also: % is scaled to controls: 0 for no effect and ±100 for the full control effect
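Freshly harvested TSHR cells receive pin-tooled compound, then EC80 TSH at 4nM final. After 2 hours at 37 deg C, antibody in lysis buffer and cAMP-d2 are added; 30 minutes at ambient temperature precede the HTRF read.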
PTAP TSG101 blk: qHTS Assay for Iinhibitors of HIV-1 Budding by Blocking the Interaction of PTAP/TSG101 | Tumor susceptibility gene 101 protein (Homo sapiens), Q99816 | Fluorescence polarization, FITC-PTAP peptide / Tsg101 binding | Potency, µM (doses to about 115 µM), without a hit: at the top dose activity change, negative = inhibition, usual class: inhibitors | 340,000 tested, under 10 active | AID 493005, 2010; active = well fitted inhibition curve with a large enough effect in the main read-out, with a control signal flat, not every such curve was filed as active; inconclusive = small, poorly fitted or top-dose-only effect, or effect the other way, or a change in a side signal; inactive = no such curve, though single readings can be large or run the other way; also: potency is read from the fitted curve at half-maximal effect; % of control where 0% means no effect
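Tsg101 binding domain (10 uM final) was mixed with compound and a FITC-labeled PTAP peptide (50 nM final) in HEPES pH 7.5 buffer with NaCl, Tween 20, EDTA and TCEP; fluorescence polarization was read after 20 min at r.t.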
Mito fusion yeast: qHTS Assay for Small Molecule Inhibitors of Mitochondrial Division or Activators of Mitochondrial Fusion; S. cerevisiae fusion-defective mutant growth rescue, CellTiterGlo 48 h; Potency, µM (series often up to 46.1 µM), inactives show at the top dose growth rescue (activation), hits mostly activators; 320,000 tested, 0.23% active;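 also: potency is read from the fitted curve at half-maximal effect; % of control where 0% means no effect; nearly all actives have a fitted effect of over 45% in size; temperature-sensitive fusion mutants such as fzo1-1 at 37 °C on non-fermentable ethanol glycerol medium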
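Luminescent cell viability in 1536-well qHTS format served as the measure of rescued growth in ts fusion-mutant S. cerevisiae cultured on non-fermentable YPEG for 48 hours at 37C.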
TCR activator: Activators of T cell receptors: qHTS campaign; primary human leukocytes, anti-CD3, IL-2 HTRF, 48 h; 330,000 tested, under 10 active; Potency, µM (top dose mostly 9.22 µM), for inactives: top-dose activation of IL-2 secretion, actives largely listed as activators; also: % of control where 0% means no effect
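IL-2 produced over 48 hr by a-CD3 bead-stimulated primary human leukocytes exposed to compounds was detected with a homogeneous time-resolved FRET immunoassay, 665nm acceptor signal after 320nm excitation.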
MBNL1-CUG inh: qHTS Assay for Inhibitors of MBNL1-poly(CUG) RNA binding. Muscleblind-like protein 1 (Homo sapiens), Q9NR56. TR-FRET MBNL1-His/biotin-(CUG)12 binding, 665/545 ratio. Potency, µM (titrated, usually from 57.5 µM), inactives show at the top dose activity change, negative = inhibition, usual class: inhibitors. 280,000 tested, 0.036% active; active = well fitted inhibition curve with a large enough effect in the signal ratio, with a control signal flat, not every such curve was filed as active; inconclusive = small, poorly fitted or top-dose-only effect, or effect the other way, or a change in a side signal; inactive = no such curve, though single readings can be large or run the other way; the % refers to the signal ratio; also: potency is read from the fitted curve at half-maximal effect; % is scaled to controls: 0 for no effect and ±100 for the full control effect
Target sequence (Q9NR56 whole entry, looked up): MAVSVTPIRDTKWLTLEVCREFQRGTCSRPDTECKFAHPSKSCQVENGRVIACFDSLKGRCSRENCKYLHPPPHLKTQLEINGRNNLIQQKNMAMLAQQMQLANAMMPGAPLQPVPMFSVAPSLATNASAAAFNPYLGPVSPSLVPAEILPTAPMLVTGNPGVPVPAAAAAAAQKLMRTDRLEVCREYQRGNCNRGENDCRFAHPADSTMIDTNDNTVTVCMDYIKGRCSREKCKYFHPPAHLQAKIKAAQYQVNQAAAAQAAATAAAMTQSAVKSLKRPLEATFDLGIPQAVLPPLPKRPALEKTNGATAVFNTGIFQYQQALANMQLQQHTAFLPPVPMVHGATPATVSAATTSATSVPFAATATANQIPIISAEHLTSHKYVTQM
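Ratiometric TR-FRET (665 over 545 nm, excitation 340 nm) tracks disruption of MBNL1-His/biotin-(CUG)12 complex after 60 min at room temperature, with compounds at 92 nM to 58 uM final.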
Menin MLL FP TR: qHTS Assay for Inhibitors Targeting the Menin-MLL Interaction in MLL Related Leukemias: Competition With Texas Red Labeled MLL-derived Mutant Peptide; O00255; Menin + Texas Red MLL mutant peptide, fluorescence polarization; Potency, µM (top dose mostly 61.6 µM), without a hit: top-dose FP activity change, negative = inhibition, usual class: inhibitors; 270,000 tested, 0.23% active; AID 1768, 2009; active = well fitted inhibition curve with a large enough effect in the polarisation, with a control signal flat, not every such curve was filed as active; inconclusive = small, poorly fitted or top-dose-only effect, or effect the other way, or a change in a side signal; inactive = no such curve, though single readings can be large or run the other way; the % refers to the polarisation; also: potency is read from the fitted curve at half-maximal effect; % of control where 0% means no effect; many of its hits are not listed in these tables
ASM inhibitor: Inhibitors of Secretory Acid Sphingomyelinase (S-ASM): qHTS. placental ASM, HMU-PC fluorogenic substrate, 60 min. Potency, µM (series often up to 57.5 µM), for inactives: at the highest dose activity change, negative = inhibition, most hits filed as inhibitors. 340,000 tested, 0.006% active; also: potency is read from the fitted curve at half-maximal effect
Target sequence (P17405 47-631 limits assumed): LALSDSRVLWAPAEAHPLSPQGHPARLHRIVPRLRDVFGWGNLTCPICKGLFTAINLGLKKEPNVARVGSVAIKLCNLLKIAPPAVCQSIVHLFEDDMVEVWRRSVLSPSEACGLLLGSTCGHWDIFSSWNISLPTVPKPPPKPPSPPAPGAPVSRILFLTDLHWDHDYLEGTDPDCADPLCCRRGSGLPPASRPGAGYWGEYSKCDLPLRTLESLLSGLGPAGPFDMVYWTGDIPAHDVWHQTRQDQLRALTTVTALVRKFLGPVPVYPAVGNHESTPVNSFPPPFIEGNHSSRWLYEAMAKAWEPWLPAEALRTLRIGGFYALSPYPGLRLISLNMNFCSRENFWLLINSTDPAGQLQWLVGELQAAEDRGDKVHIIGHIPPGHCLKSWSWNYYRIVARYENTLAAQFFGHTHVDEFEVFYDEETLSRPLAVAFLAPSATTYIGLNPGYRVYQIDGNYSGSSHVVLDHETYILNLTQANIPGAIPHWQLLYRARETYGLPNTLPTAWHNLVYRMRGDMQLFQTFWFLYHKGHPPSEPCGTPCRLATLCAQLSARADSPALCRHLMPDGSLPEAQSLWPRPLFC
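Human placenta-derived ASM enzyme was preincubated with compound for 10 minutes at room temperature, then given fluorogenic substrate HMU-PC0 (9 uM final) for 60 minutes at 37 °C; a pH 10 stop preceded fluorescence reading at Ex 386/Em 447 nm.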
AT treatment: qHTS Assay for Identifying a Potential Treatment of Ataxia-Telangiectasia | Potency, µM (titrated, usually from 57.5 µM), for the others: at the highest dose activation, actives largely listed as activators | 320,000 tested, 0.19% active | […] A-T fibroblasts, KAP-1 phosphorylation AlphaLISA; neocarzinostatin DNA damage 30 min before lysis; also: potency is read from the fitted curve at half-maximal effect; % of control where 0% means no effect; nearly all actives have a fitted effect of over 45% in size
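hTERT-immortalized A-T patient fibroblasts ([…]), 500 cells/well in OPTI-MEM, 1% FBS, got compounds for 60 min, then NCS for 30 min at 37C. Lysates were then assayed for phospho-KAP-1 by AlphaLISA (anti-pKAP1 donor, anti-KAP1 acceptor beads), 6 hr at 25C.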
a7 integrin act: qHTS for Activators of Integrin-Mediated Alleviation for Muscular Dystrophy; Potency, µM (titrated, usually from 38.3 µM), for the others: at the top dose activation, actives largely listed as activators; AID 624291, 2012; 350,000 tested, 0.064% active; alpha7betagal myoblasts, beta-gal FDG fluorescence, 48 h;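 also: potency is read from the fitted curve at half-maximal effect; 100% = response of the positive control SU9516; nearly all actives have a fitted effect of over 60% in size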
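alpha7betagal+/- myoblasts (passage 13, 250/well) treated 48 h at 37C with compounds at 1:260 dilution of DMSO stock. Lysed, then beta-galactosidase activity read as FDG fluorescence (ex 480/em 540) after 30 min, with pre-read for autofluorescence.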
CXXC DNA block: qHTS Fluorescence Polarization Assay for Inhibitors of MLL CXXC domain - DNA interaction; MLL-CXXC / FITC-HOXA9 DNA fluorescence polarization; Histone-lysine N-methyltransferase 2A (Homo sapiens), Q03164; 290,000 tested, 0.037% active; Potency, µM (highest dose often 115 µM), for inactives: at the highest dose activity change, negative = inhibition, hits mostly inhibitors; active = well fitted inhibition curve with a large enough effect in the polarisation, with a control signal flat, not every such curve was filed as active; inconclusive = small, poorly fitted or top-dose-only effect, or effect the other way, or a change in a side signal; inactive = no such curve, though single readings can be large or run the other way; the % refers to the polarisation; also: potency is read from the fitted curve at half-maximal effect
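Steps: dispense CXXC domain solution (7 uM) → pin compounds or unlabeled HOX-A9 DNA control → 5 min ambient → add FLSN-HOX-A9 solution (50 nM) → spin → 30 min ambient → fluorescence polarization. Tris pH 7.5/NaCl/DTT/BSA buffer.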
The depositor's hits bear a star; ? = inconclusive; nt = no result given; & = joins results of further samples; [ ] = another dose, or the depositor's remark. Unless noted, calls follow the shape of the dose curve; as a rule, active = well fitted curve in the direction sought with a large enough effect; inconclusive = small, poorly fitted or top-dose-only effect, or another doubt; inactive = no such curve, though single readings can be large; an effect the other way counts as inactive or inconclusive. An excerpt, so the mix of outcomes need not match the whole.

entry | Compound | TSHR antag | PTAP TSG101 blk | Mito fusion yeast | TCR activator | MBNL1-CUG inh
1 | O=C(OC1CCCCC1=O)c1ccc(F)c(S(=O)(=O)N2CCOCC2)c1 (stereo not drawn) | -7 | -5% | 0% | -4% | nt
2 | Cc1ccc(C)c(N2CCN(S(=O)(=O)c3c(C)noc3C)CC2)c1 | 4 | -1% | ? | 4% | 2%
3 | Cc1ccccc1C(=O)NNc1ncnc2c1cnn2C | 21 | 1% | -4% | -3% | -9%
4 | COC(=O)c1sc(S(=O)(=O)N2CCC(C)CC2)c(C(=O)OC)c1C | -3 | -7% | 2% | -1% | -2%
5 | COc1ccc([C@H]2/C=C\CN(S(=O)(=O)/C=C/c3ccccc3)[C@@H](C)C(=O)N2Cc2ccc(F)cc2)cc1 | nt | -2% | nt | 9% | nt
6 | Cc1ccc(C(C)C)c(OCC(O)CN2CC(C)OC(C)C2)c1 (stereo not drawn) | 3 | -1% | 0% | -5% | -4%
7 | CC(=O)OCCNC(=O)Cn1cnc2c1c(=O)n(C)c(=O)n2C | 0 | 0% | -4% | 0% | 0%
8 | CSCC(=O)NCC1(N(C)Cc2ccccc2)Cc2ccccc2C1 | 2 | 0% | 4% | 8% | -6%
9 | O=C(CSc1nc(Nc2ccccc2)nc(N2CCOCC2)n1)NC1CCCCC1 | 13 | -2% | 0% | -1% | 0%
10 | C=CCOc1ccc(/C=N/NC(=O)c2cc3c(OC)cc(OC)cc3[nH]2)cc1 | -7 | 0% | -13% | 2% | 0%
11 | CCOCc1nnc(NC(=O)c2cccs2)s1 | -5 | -6% | 4% | nt | 8%
12 | CC(C)[C@H](NC(=O)N1c2ccccc2NC(=O)[C@@H]1C(C)C)C(=O)N1CCC[C@H]1C(=O)O | 0 | -4% | -2% | 3% | 2%

entry | Menin MLL FP TR | ASM inhibitor | AT treatment | a7 integrin act | CXXC DNA block
1 | nt | -2% | 5% | -8% | nt
2 | 1% | -2% | 12% | -18% | 3%
3 | 0% | -4% | -1% | 11% | 1%
4 | -1% | 1% | 11% | 4% | 1%
5 | nt | -3% | nt | -17% | nt
6 | 22% | 3% | 6% | 17% | 5%
7 | 2% | 6% | 7% | 11% | 1%
8 | -20% | -3% | -2% | -7% | 3%
9 | nt | -4% | 1% | -26% | 6%
10 | ? | 118%[activator] | -7% | -12% | -3%
11 | 2% | -1% | 1% | -2% | -3%
12 | ? | 0% | 15% | 8% | 6%

Continued, overlapping the part above by 3 compounds.
entry | Compound | TSHR antag | PTAP TSG101 blk | Mito fusion yeast | TCR activator | MBNL1-CUG inh
10 | C=CCOc1ccc(/C=N/NC(=O)c2cc3c(OC)cc(OC)cc3[nH]2)cc1 | -7 | 0% | -13% | 2% | 0%
11 | CCOCc1nnc(NC(=O)c2cccs2)s1 | -5 | -6% | 4% | nt | 8%
12 | CC(C)[C@H](NC(=O)N1c2ccccc2NC(=O)[C@@H]1C(C)C)C(=O)N1CCC[C@H]1C(=O)O | 0 | -4% | -2% | 3% | 2%
13 | O=C(OC(C(=O)NCc1ccc2c(c1)OCO2)c1ccccc1F)c1ccco1 (stereo not drawn) | -13 | -4% | 4% | -1% | -19%
14 | CCCN1C2CCCC1CC(NC(=S)Nc1cc(C)ccc1C)C2 (stereo not drawn) | -1 | -8% | -1% | 11%[46.1 µM] | ?
15 | C=CC[C@@H](CC(=O)N(CCO)Cc1ccccc1)C(=O)N[C@H](COC(=O)[C@@H](CC=C)Cc1ccc(F)cc1)C(C)(C)C | -16 | nt | nt | -2% | nt
16 | CCCCN(CCCC)CCNC(=O)CN1C(=O)CSc2ccc(S(=O)(=O)N3CCOCC3)cc21 | -8 | 0% | -5% | 3% | 3%
17 | C=CCn1c(C(C)NC(=O)CC)nc2ccccc21 (stereo not drawn) | 3 | -8% | -3% | -1% | -6%
18 | O=C(O)c1ccccc1Oc1ccc(Oc2ccccc2)cc1 | -3 | -1% | 9% | -1% | 6%
19 | Cn1c(=O)c2c(-c3ccccc3F)c3c(nc2n(C)c1=O)-c1ccccc1C3O (stereo not drawn) | 4 | -7% | 2% | 0%[46.1 µM] | 30%
20 | CN(C)c1ccc(-c2cc(O)c3ncccc3c2)cc1 | -3&26 | -11% | 2%&-14% | 3% | nt
21 | CN(CC(=O)Nc1ccccc1Cl)C(=O)CSc1nnc(-c2ccco2)n1C | 3 | -5% | -3% | 4% | nt
22 | Cc1ccc(S(=O)(=O)N2CCOCC2)cc1NC(=O)CSc1nccn1C | 3 | -3% | -3% | 2%[46.1 µM] | -12%
23 | Cc1cc(C=C2C(=O)c3ccccc3C2=O)c(C)n1C | -7 | -8% | 4% | 0%[46.1 µM] | ?
24 | CC1CCN(c2c(NCc3ccc(C(=O)NCc4cccnc4)cc3)c(=O)c2=O)CC1 | 26 | 0% | -5% | 0%[46.1 µM] | -3%

entry | Menin MLL FP TR | ASM inhibitor | AT treatment | a7 integrin act | CXXC DNA block
10 | ? | 118%[activator] | -7% | -12% | -3%
11 | 2% | -1% | 1% | -2% | -3%
12 | ? | 0% | 15% | 8% | 6%
13 | 9% | 2% | 4% | 0% | -15%
14 | 10% | 1% | nt | 1% | -4%
15 | nt | -5% | -1% | 2% | nt
16 | -8% | 0% | 2% | -8% | 1%
17 | 0% | 7% | 3% | 44% | 2%
18 | 6% | 1% | -9% | -7% | -7%
19 | 11% | 0% | -3% | 16% | -4%
20 | nt | 17% | -21%&-9% | nt | nt
21 | nt | 4% | 1% | -15% | nt
22 | 0% | 1% | 2% | 12% | 6%
23 | 19% | ? | -9% | 6% | -1%
24 | -11% | 2% | 8% | 23% | 8%

Next section
entry | Compound | TSHR antag | PTAP TSG101 blk | Mito fusion yeast | TCR activator | MBNL1-CUG inh
25 | Cc1nc2ccccc2c(=O)n1C1CCCCCC1 | 0 | -4% | 0% | -4% | 0%
26 | CCO[C@@H]1OC(C(=O)N2CCN(Cc3ccccc3)CC2)=C[C@H](c2ccc(Br)cc2)[C@H]1CCCO | 3 | 0% | 1% | -1% | 6%
27 | O=C(CSCc1c(F)cccc1F)Nc1ccccc1 | 2 | 1% | 0% | 9% | 0%
28 | Cc1cccc(/C(N)=N/OC(=O)c2cccs2)c1 | 46 | -7% | 10% | -4% | 4%
29 | COCCCNC(=O)C1CC(=O)N(Cc2ccc(OC)cc2)C1 (stereo not drawn) | 5 | -2% | -2% | 3% | -5%
30 | CC(=O)c1ccc(NC(=O)CSc2n[nH]c(-c3cccnc3)n2)cc1 | -3 | -2% | -5% | -17% | -14%
31 | C(=N\Nc1ccc(-n2ccnc2)nn1)/c1ccccc1 | 9 | -5% | -2% | nt | 8%
32 | CCC1Cc2c(nc(N)c3c(N)nc(N4CCOCC4)c(C#N)c23)O1 (stereo not drawn) | -11 | -3% | 29% | -7% | 3%
33 | CCOc1ccc(S(=O)(=O)N2CCOCC2)cc1NC(=O)C1CSC2(C)CCC(=O)N12 (stereo not drawn) | -8 | -5% | -4% | 1% | nt
34 | CC1=C(C(N)=O)C(c2sccc2C)n2nnnc2N1 (stereo not drawn) | 7 | -6% | -2% | 5% | -7%

entry | Menin MLL FP TR | ASM inhibitor | AT treatment | a7 integrin act | CXXC DNA block
25 | 7% | -2% | 3% | -8% | 1%
26 | ? | 2% | 5% | -3% | -25%
27 | -8% | 5% | 7% | 5% | 3%
28 | 3% | -2% | 13% | 8% | 3%
29 | -26% | 0% | 0% | 14% | -2%
30 | 5% | 0% | -5% | 4% | 21%
31 | nt | -3% | -2% | 13% | 3%
32 | 8% | 298%[activator] | 21% | ? | 3%
33 | nt | 0% | -2% | -19% | nt
34 | 6% | 2% | -2% | -13% | 7%
